# Assay outcomes: PubChem BioAssay, several laboratories
# WT yeast gro inh: growth inhibition of WT yeast, mitochondrial fusion screen; mitochondrial fusion phenotypic screen, WT strain; 190,000 compounds, 2.1% hits; AID 1362; inhibition, % at 10 µM; in the data active means inhibition above about 58%; tested in S. cerevisiae
# Autophagy HCS: autophagy modulation, high-content screen. calls only at 10 µM (by protocol). 190,000 compounds, 0.98% hits. MEF GFP-LC3 puncta imaging; test concentration mostly 10 µM. AID 463193;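 active means percentage of spot-positive cells more than 3 SD above its plate mean, without a fluorescence outlier flag or 80% toxicity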;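 further: spot-positive cell cutoff set from DMSO-treated cells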
# Lipid droplet: modulators of hepatic lipid droplet formation; inhibition, % at 6.5 µM; AML12 mouse hepatocytes, oleate lipid droplets, BODIPY imaging; AID 1656; 240,000 compounds, 0.4% hits;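 active means lipid droplet intensity inhibited by at least 50%, with more than 500 cells counted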
#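 Assay system: AML12 hepatocytes (mouse); Probe or stimulus: oleic acid at 100 µM to induce lipid droplet formation; Dosing: compound at 6.5 µM only; Schedule: compound with oleate, overnight; Detection: fluorescence imaging, 20x objective, two fields per well; Measure: % inhibition of lipid droplet signal.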
# NOD2 inhibition: inhibition of NOD2-driven NF-kB reporter – cell-based, luminescence, uHTS, HEK293 (AID 1566) | HEK293 NOD2/NF-kB luciferase reporter, luminescence; higher % means a stronger effect | inhibition, % at 4 µM; hits with a dose series show EC50 in µM | 290,000 compounds, 0.63% hits; in the data active means inhibition above about 50%; further: many of its hits are not listed in these tables
# bCat nuc transl: beta-catenin nuclear translocation modulation; HeLa beta-catenin nuclear translocation, immunofluorescence imaging; nuclear translocation activity, % at 5 µM; 190,000 compounds, 0.3% hits; AID 1665;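 active means nuclear translocation activity above 50% at 5 µM, with a well cell count of 50 or more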;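 further: per-cell ratio of nuclear to cytoplasmic median beta-catenin stain intensity; plate controls were DMSO negative control for no effect and GSK-3 inhibitor IX positive control for full effect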
#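 assay system = human HeLa cells, endogenous beta-catenin | times = compound treatment 24 h, 37°C, 5% CO2 | detection = Anti-beta-catenin immunofluorescence on PFA-fixed, Triton-permeabilized cells, DAPI nuclei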
# Yfh1-off respiration: mitochondrial function rescue without frataxin homolog – Friedreich's ataxia, plus single-dose screen, dose response (AID 1465) | 220,000 compounds, 0.074% hits | one-dose fold induction at 50 µM; EC50 in µM for titrated hits | S. cerevisiae Yfh1-off respiration, WST-1 reduction, 72 h; higher fold induction means a stronger effect;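 active means fold induction of absorbance versus untreated yeast above a set limit, then at least 30% activation at any dose in follow-up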;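 further: activators that raise dye reduction in frataxin-depleted yeast; strong numbers were not always called active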
# Dynein transport: dynein cargo transport inhibition. 3617.4 mouse cells, GR-EGFP nuclear translocation imaging; test concentration mostly 20 µM; stimulated with dexamethasone, 1 µM; active compounds read low. z-score, hits read low. 220,000 compounds, 0.47% hits. AID 1381;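 active means plate z-score of nuclear minus cytoplasmic receptor signal below a set negative limit, without overly bright fluorescence or cell loss, cut at about -3.5 in these data, passing the limit was not always enough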;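 further: z-score of nuclear minus cytoplasmic ring GR-EGFP intensity difference per well; some compounds called inactive have numbers as strong as hits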
#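 Buffer or medium: tet-free, stripped-serum medium; reagent: dexamethasone at 1.0 µM final, 30 min; incubation: 48 h induction, 1 h compound, 30 min dex at 37 °C; measured by: formaldehyde fixation, Hoechst nuclear stain, 10x automated fluorescence imaging; read-out: nuclear-to-cytoplasmic GR-EGFP distribution per well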
# MT stabilizer: microtubule stabilization, imaging screen | HeLa tubulin immunostaining HCS, 24 h; share of cells brighter than vehicle mean+2SD | % tubulin-high responders, % at 10 µM | 200,000 compounds, 0.83% hits | AID 2205;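 active means plate Z-score above 3 for both tubulin-high and condensed-nucleus cell shares, with cell loss under 80%, at 10 µM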;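 further: anti alpha tubulin signal scored within the nucleus-defined area of each cell; some results filed as inactive read as strong as hits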
# Ins promoter up: MIN6 insulin promoter up-regulation | 190,000 compounds, 0.3% hits | MIN6 insulin promoter-GFP reporter, high-content imaging; active compounds read high | z-score at 5 µM;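 active means z-score above 3 at 5 µM with at least 500 cells counted in the well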
# WT yeast gro inh mutant strain: also measured in WT yeast gro inh; calls as there; inhibition, %; mitochondrial fusion phenotypic screen, mutant strain inhibition
# Dynein transport cytoplasmic EGFP: second read-out of Dynein transport, no call of its own (marks repeat the call); z-score; measured here: cytoplasmic GR-EGFP intensity; active compounds read high
# Dynein transport nuclear GR-EGFP: further read-out of Dynein transport, marked with its call; z-score; measured here: nuclear GR-EGFP intensity;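 lower value marks the stronger effect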
# Dynein transport cell count: second read-out of Dynein transport, no call of its own (marks repeat the call); z-score; measured here: cell count per field
# Ins promoter up cell count: second read-out of Ins promoter up, no call of its own (marks repeat the call); cell count; measured here: cytotoxicity, nuclei count;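 total cells summed across four imaged fields per well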
# Lipid droplet cells 6.5 µM: second read-out of Lipid droplet, no call of its own (marks repeat the call); cell count; measured here: cell count, cytotoxicity flag;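 cells counted across two imaged fields per well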
# bCat nuc transl cell count 5 µM: also measured in bCat nuc transl; calls as there; cell count; measured here: cell count, cytotoxicity flag
# MT stabilizer Hoechst-high %: recorded beside MT stabilizer, whose call it bears; % Hoechst-high responders; measured here: nuclear condensation Hoechst responders;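 share of cells brighter than vehicle mean plus two SD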
# MT stabilizer cytotoxicity %: also measured in MT stabilizer; calls as there; toxicity, %; measured here: cytotoxicity by cell density;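 0% = mean cell density of plate MIN control wells and 100% = no cells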
# Autophagy HCS cell loss 18 h: second read-out of Autophagy HCS, no call of its own (marks repeat the call); toxicity, %; measured here: cell loss, nuclei count;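 cell loss after 18 h compound exposure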
# Numbers without * were called inactive; i = inactive; / = not tested or not shown. Only part of the results is shown (hit frequency here may not be typical).
SMILES,WT yeast gro inh,WT yeast gro inh mutant strain,Autophagy HCS,Autophagy HCS cell loss 18 h,Lipid droplet,Lipid droplet cells 6.5 µM,NOD2 inhibition,bCat nuc transl,bCat nuc transl cell count 5 µM,Yfh1-off respiration,Dynein transport,Dynein transport cytoplasmic EGFP,Dynein transport nuclear GR-EGFP,Dynein transport cell count,MT stabilizer,MT stabilizer Hoechst-high %,MT stabilizer cytotoxicity %,Ins promoter up,Ins promoter up cell count
Cc1oc(-c2ccccc2)cc1C(=O)Nc1cccc(/C=C/C(=O)O)c1,-13,-2,i,-5,1,670,-2%,0.4,1561,i,-0.39,-0.33,-0.073,0.46,2.0,2.9,11,-1.9,1040
COc1ccc(-c2nc3ccccc3c(=O)o2)cc1OC,4,-6,i,-4,/,/,2%,1.7,1363,i,1.5,0.042,0.93,-2,2.1,1.7,1.6,-0.55,1484
Cc1cc(C)c2sc(N(CCCN(C)C)C(=O)COc3ccc(Cl)cc3)nc2c1,89*,87*,i,3,-3,676,-6%,2.9,1095,i,-0.31,-0.16,-0.24,1.2,3.6,2.3,4.9,0.82,1083
COc1cc(OC)cc(C(=O)Nc2ccccc2-c2nnn(CC(N)=O)n2)c1,5,-2,i,-10,-10,599,25%,-3.3,1078,i,0.074,-0.13,-0.19,0.13,2.8,1.4,1.7,/,/
CCCCOC(=O)Nc1ccc(S(=O)(=O)Nc2ncccn2)cc1,14,2,i,17,-2,741,14%,0.8,1561,i,0.59,-0.3,0.57,0.15,2.0,2.6,3.9,-0.06,1560
COc1ccc(/C=C/C(=O)C2(O)CCCCC2)cc1OC,13,-4,i,6,-1,696,-20%,1.9,1131,i,-2.4,0.015,-1.1,0.24,12,1.2,1.8,0.15,1204
CCOCCCNC(=O)C(NC(=O)c1ccc(=O)[nH]c1)c1ccc(C)cc1 (stereo not drawn),-5,-24,i,0,/,/,10%,/,/,i,-0.65,-0.27,-0.23,0.52,2.1,4.5,8.8,-0.2,969
COC(=O)c1cnn(C(=O)c2ccccc2Br)c1N,-16,-18,i,-9,/,/,0%,/,/,i,-0.24,-0.12,-0.62,-0.42,2.9,2.0,7.9,/,/
COc1ccccc1C(c1nnnn1CC1CCCO1)N1CCC(C(N)=O)CC1 (stereo not drawn),-10,-10,i,1,-19,737,3%,-1.7,1185,i,-0.085,-0.18,-0.42,-0.18,2.7,0.8,3.0,0.42,1160
Cn1nnc2cc(NC(=O)N3CC4(C)CC3CC(C)(C)C4)ccc21 (stereo not drawn),21,14,i,-3,-2,732,1%,/,/,i,-0.11,-0.24,-0.12,0.43,1.8,2.1,3.3,-0.19,1258
CCOC(=O)N1CCN(C(=O)Cn2nc(C)c3sc4ccccc4c3c2=O)CC1,-3,-2,i,3,/,/,-8%,-2.8,1471,i,-0.029,-0.073,0.13,0.44,2.3,3.6,11,1.3,1267
Cc1c(-c2cccs2)[n+](=O)c2c(n1[O-])CCCC2,-3,1,i,-2,11,778,4%,-1.6,1262,i,-0.47,-0.21,-0.023,0.1,5.2,1.2,0.6,0.18,1214
CC(=O)N1N=C(c2ccccc2)OC1c1cccnc1 (stereo not drawn),1,6,i,9,0,686,-1%,0.3,1559,i,-0.68,1.5,0.016,0.94,4.2,2.3,4.5,-0.19,1682
Cc1ccc(S(=O)(=O)Nc2cc(-c3ccccc3)nn2C)cc1Cl,/,/,/,/,-11,730,6%,-0.7,1289,i,0.29,-0.26,0.05,0.14,/,/,/,0.59,1065
O=c1cc2[nH]c3ccccc3c(=O)n2nc1-c1ccccc1,16,14,i,3,8,803,-40%,1.5,1124,i,0.22,-0.14,0.17,-0.69,1.8,1.9,7.6,/,/
COc1ccc(C(C(=O)NC2CCCCC2)N(C(=O)CCl)c2ccc(OC)cc2)cc1 (stereo not drawn),2,-7,i,-3,-1,675,/,-1.2,1107,i,-0.68,0.079,-0.23,-0.32,4.9,2.8,0.4,/,/
Cc1ccccc1NC(=O)c1c(F)c(F)c(F)c(F)c1F,7,8,i,7,-2,737,5%,/,/,i,3.2,-0.2,2.1,-1.8,2.6,1.8,3.1,-0.11,1283
Cc1nnc(SCC(=O)Nc2sccc2C#N)n1Cc1ccccc1,4,-8,i,-7,8,501,5%,0.2,1003,i,0.092,-0.17,0.27,0.77,2.8,1.5,11,-0.54,1625
Cc1ccc2c(c1C)NC(C(=O)O)C1CC=CC21 (stereo not drawn),28,30,/,/,-4,665,-8%,/,/,i,/,/,/,/,/,/,/,1,1217
Cc1ccc(/C=N/NC(=O)c2cc(C)oc2C)cc1,/,/,/,/,1,720,-78%,9.1,1178,i,-0.5,-0.28,-0.32,0.35,/,/,/,/,/
CCCn1c(SCC(=O)NC(C)c2ccccc2)n[nH]c1=O (stereo not drawn),4,-2,i,-7,-3,693,4%,-0.3,1060,i,2.1,-0.051,1.1,-0.99,3.6,1.1,1.2,-0.36,1244
CCOC(=O)Cn1c2ccccc2c2nc(C)sc21,1,7,i,15,-9,712,0%,1.4,1102,i,-0.43,-0.32,-0.14,0.22,3.1,2.4,2.3,-0.28,1346
CCOc1ccccc1Oc1coc2cc(OCC(=O)O)ccc2c1=O,6,5,i,8,35,669,3%,-0.7,979,i,-0.83,-0.11,-0.36,0.38,1.1,1.5,0.5,0.67,1632
COc1cc(/C=N/NC(=O)c2cccc(NC(=O)c3ccccc3Cl)c2)ccc1O,3,0,i,0,-10,658,3%,0.7,1094,i,0.35,-0.31,0.54,0.068,1.6,2.0,2.4,-0.34,1315
CC(=O)NC1C(Oc2ccc(C=O)cc2)OC(COC(C)=O)C(OC(C)=O)C1OC(C)=O (stereo not drawn),-7,-11,i,-4,2,725,-9%,-3.6,1067,i,0.97,-0.21,1.1,-0.44,2.1,1.4,4.9,0.08,1603
O=C(O)/C=C\C(=O)Nc1ccc(N2CCN(c3cccc(Cl)c3)CC2)cc1,-11,12,i,-2,7,700,-35%,-0.4,1581,i,-0.48,-0.35,-0.17,0.26,2.5,1.7,1.5,-0.07,1467
CCOc1ccc(-n2c(Cc3cc(=O)[nH]c(=O)[nH]3)nnc2SC(C)C)cc1,-19,-8,i,8,/,/,1%,1.3,1377,i,-0.33,0.01,-0.0045,-0.35,2.3,1.5,6.3,0.14,1550
CC(=O)N(Cc1c(C)nn(-c2ccccc2)c1Cl)c1ccc(Cl)cc1,1,8,i,-3,/,/,-6%,/,/,i,-0.84,-0.2,-0.69,0.57,2.1,1.7,9.6,/,/
COc1cc(/C=C/c2ccc3cccc(OC)c3n2)c(O)c([N+](=O)[O-])c1,21,9,i,7,0,689,1%,-3.0,924,i,-0.84,-0.25,0.09,0.52,5.8,8.2,2.3,-0.27,1642
CCN(CC)S(=O)(=O)c1cc(C(=O)N2CCc3ccccc32)ccc1Cl,15,6,i,-1,2,826,9%,0.0,1063,/,-0.82,-0.007,-0.21,0.57,1.7,0.7,0.2,0.28,681
COc1ccccc1C(=O)NNC(=O)c1ccccc1[N+](=O)[O-],15,12,i,8,34,655,-4%,0.5,1082,i,0.75,-0.22,0.45,-0.51,4.3,1.2,1.9,-0.01,1478
COc1ccc(C2(O)CC3CCC(C2)N3c2nc(C)cc(C)c2C#N)cc1 (stereo not drawn),7,7,i,5,-23,704,12%,0.6,1043,i,0.49,-0.21,0.58,-0.63,13,3.9,26,0.05,1606
COc1cc(C(=O)NC(=S)Nc2ccc(N3CCCC3)cc2)cc(OC)c1OC,26,4,i,15,-1,708,39%,5.6,881,i,2.6,0.023,1.8,-1.6,9.2,1.4,7.3,-0.22,1279
Cc1cc(NC(=O)COc2ccccc2)n(-c2ccccc2)n1,20,30,i,-3,/,/,-4%,-0.5,816,i,1.4,-0.29,0.84,-0.71,4.2,2.0,0.7,0.84,1120
CCOc1ccc(N(CC(=O)Nc2ccccc2C(=O)NC(C)CC)S(C)(=O)=O)cc1 (stereo not drawn),-20,-1,i,-4,-36,694,-37%,/,/,i,-0.52,-0.32,-0.53,0.4,1.7,2.9,4.5,-0.22,1366

# Profiles from above. Order of values: WT yeast gro inh	WT yeast gro inh mutant strain	Autophagy HCS	Autophagy HCS cell loss 18 h	Lipid droplet	Lipid droplet cells 6.5 µM	NOD2 inhibition	bCat nuc transl	bCat nuc transl cell count 5 µM	Yfh1-off respiration	Dynein transport	Dynein transport cytoplasmic EGFP	Dynein transport nuclear GR-EGFP	Dynein transport cell count	MT stabilizer	MT stabilizer Hoechst-high %	MT stabilizer cytotoxicity %	Ins promoter up	Ins promoter up cell count
# Results for Cc1cc(NC(=O)COc2ccccc2)n(-c2ccccc2)n1 : 20	30	i	-3	/	/	-4%	-0.5	816	i	1.4	-0.29	0.84	-0.71	4.2	2.0	0.7	0.84	1120
# Results for CCN(CC)S(=O)(=O)c1cc(C(=O)N2CCc3ccccc32)ccc1Cl : 15	6	i	-1	2	826	9%	0.0	1063	/	-0.82	-0.007	-0.21	0.57	1.7	0.7	0.2	0.28	681
# Results for COc1cc(/C=C/c2ccc3cccc(OC)c3n2)c(O)c([N+](=O)[O-])c1 : 21	9	i	7	0	689	1%	-3.0	924	i	-0.84	-0.25	0.09	0.52	5.8	8.2	2.3	-0.27	1642
# Results for O=C(O)/C=C\C(=O)Nc1ccc(N2CCN(c3cccc(Cl)c3)CC2)cc1 : -11	12	i	-2	7	700	-35%	-0.4	1581	i	-0.48	-0.35	-0.17	0.26	2.5	1.7	1.5	-0.07	1467
